High-throughput results as filed in PubChem BioAssay.
PLAP inhibitors HTS = inhibition of human placental alkaline phosphatase – biochemical, luminescence, HTS (AID 690); 96,000 tested, 0.08% active; purified PLAP, luminescent substrate; higher % means a stronger effect; inhibition, % at 20 µM, or IC50 in µM where a hit was titrated; in the data active = a potency from the dose series; inactive = the rest, 99 in 100 with inhibition below about 30%; also: strong numbers were not always called active
MRP resist rev = reverses drug resistance mediated by MRP; H69AR cells + 2 uM doxorubicin, CellTiter-Glo, 72 h; differential viability (reversal), % at 10 µM; 85,000 tested, 0.04% active; AID 602;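 active = viability drop by adding the cancer drug above about 55%, with treated viability meeting a 40% cutoff, limit read from the data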;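 also: viability without doxorubicin minus viability with 2 µM doxorubicin for each compound; larger differential means the compound sensitizes cells more to doxorubicin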
Bcl-B displacement = displacers of TR3 peptide from Bcl-B, primary screen, selectivity assay for Bfl-1 inhibitor project, biochemical, fluorescence polarization; FP displacement of FITC-TR3 peptide from Bcl-B; higher % means a stronger effect; displacement, % at 20 µM; hits with a dose series show IC50 in µM; 96,000 tested, 0.11% active;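 active = displacement above 50% at 20 µM plus a fluorescence interference ratio under 1.5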;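 also: plate controls were wells without compound for no effect and wells lacking Bcl-B protein for full effect; a part of the inactive calls stands beside numbers as strong as those of hits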
IL1B NFkB inh = blocks IL-1B driven NFkB nuclear translocation in HUVEC cells | HUVEC IL-1B NFkB p65 nuclear translocation imaging | 94,000 tested, 0.43% active | inhibition, % at 2 µM;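 active = inhibition above about 30% together with a positive call from visual inspection of the well image, limit read from the data; inconclusive = inhibition above a set limit but visual check negative; inactive = inhibition not above a set limit, visual check negative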;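 also: nuclear over cytoplasmic p65 intensity ratio measured by imaging; 0% = IL-1B stimulated DMSO wells and 100% = unstimulated DMSO wells; values of inactives mirror those of a sister screen read the other way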
NFkB transloc pot = enhances IL-1B driven NFkB nuclear translocation; HUVEC IL-1B NFkB p65 nuclear translocation imaging; activation, % at 2 µM; 94,000 tested, 0.3% active; AID 819;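 active = activation above 40%, about the mean plus 3 SD, also judged a hit on visual image review; inconclusive = activation above 40% but not a hit on visual review; inactive = activation not above 40% and no visual hit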;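 also: percent activation is computed from the nuclear over cytoplasmic p65 intensity ratio; values of inactives mirror those of a sister screen read the other way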
MRP resist rev cytotoxicity = recorded beside MRP resist rev, whose call it bears; viability, %; H69AR cells, CellTiter-Glo, 72 h; measured here: cytotoxicity without doxorubicin
MRP resist rev with doxorubicin = further read-out of MRP resist rev, marked with its call; viability, %; measured here: viability with 2 uM doxorubicin; hits give low values
IL1B NFkB inh cell count 2 µM = further read-out of IL1B NFkB inh, marked with its call; cell count; measured here: cells passing quality filter;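 raw number of nuclei counted in each imaged well without normalization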
NFkB transloc pot cell count 2 µM = also measured in NFkB transloc pot; calls as there; cell count; measured here: cells passing quality filter
Active calls of the source: *; ? = inconclusive; . = not tested or not shown.

SMILES	PLAP inhibitors HTS	MRP resist rev	MRP resist rev cytotoxicity	MRP resist rev with doxorubicin	Bcl-B displacement	IL1B NFkB inh	IL1B NFkB inh cell count 2 µM	NFkB transloc pot	NFkB transloc pot cell count 2 µM
CC1(C(=O)NC2CCCCCC2)CCC(=O)N1Cc1ccc2c(c1)OCO2 (stereo not drawn)	-12%	20	97	77	-3%	-19	128	19	128
Cc1ccc2[nH]cc(CCNC(=O)c3cccnc3)c2c1	16%	8	90	82	7%	1	170	-1	170
O=C1C(=O)N(CNc2ccccn2)c2ccccc21	-9%	.	.	.	-8%	-4	175	4	175
COc1ccccc1N(C(C)=O)c1nc(C)cc(C)c1C#N	.	-16	74	90	.	-3	99	3	99
Cc1nnsc1Sc1cccc(C(F)(F)F)c1	15%	.	.	.	-1%	1	132	-1	132
CCn1c(SCc2ccccc2Cl)nc2ccccc21	6%	23	103	81	-7%	-5	186	5	186
C=CCNS(=O)(=O)c1ccc(OCC(=O)OCC)cc1	0%	6	97	91	-3%	-1	153	1	153
CC(C)Cn1cnc2c(c(-c3ccccc3)c(-c3ccccc3)n2Cc2ccco2)c1=N	-71%	0	1	1	0%	-4	70	4	70
CC(C)C(=O)Nc1ccc2oc(-c3cc(F)c(F)cc3Cl)nc2c1	.	-8	83	90	.	9	96	-9	96
CCN(Cc1cc2cc(C)ccc2[nH]c1=O)S(=O)(=O)c1ccccc1	18%	-13	71	84	6%	-1	192	1	192
Cn1c(-c2ccc[nH]c2=O)nc2cc(Cl)ccc21	-1%	.	.	.	0%	-14	109	14	109
O=C(CN1/C(=C(/O)c2ccccc2)C(=O)c2ccccc2S1(=O)=O)c1ccccc1	-33%	-22	28	50	-14%	-16	210	16	210
CCOc1ccc2c(c1)C(c1ccccc1)=NNC(c1ccccc1)=N2	.	10	95	85	.	1	127	-1	127
CC(Sc1nncn1C)C(=O)Nc1nnc(-c2ccccc2)s1 (stereo not drawn)	-22%	-2	99	102	1%	2	214	-2	214
O=C(CC1Nc2ccccc2NC1=O)NCC1COc2ccccc2O1 (stereo not drawn)	-9%	6	96	90	7%	-7	75	7	75
Clc1ccc(OCCSc2ncccn2)cc1	27%	10	94	84	-8%	5	144	-5	144
CCOc1ccc(NC(=NCc2ccc3c(c2)OCO3)SC2CC(=O)N(c3ccccc3)C2=O)cc1 (stereo not drawn)	.	-1	35	35	.	-8	105	9	105
CC1(C)Cc2c(C#N)c(N)sc(=S)c2CS1	-11%	.	.	.	-1%	-6	115	6	115
CCN1CCN(Cc2nc3c(c(=O)n(C)c(=O)n3C)n2CCCc2ccccc2)CC1	-26%	-2	85	87	4%	.	.	.	.
COc1ccc(-c2cc(C(F)(F)F)n3nc(C(=O)O)nc3n2)cc1	-18%	0	89	89	-7%	-3	212	3	212
COc1ccc(C)cc1NC(=O)Nc1ccccc1	23%	9	84	75	0%	-6	200	6	200
Nc1ncnc2nc(SCC(=O)N3CCN(c4ccccc4)CC3)[nH]c12	-89%	2	81	79	-8%	-32	131	32	131
CCOC(=O)C1CCN(C(=O)Cc2cccc3ccccc23)CC1	.	13	105	92	.	-3	122	3	122
CCN1C(=O)c2cccc3c(NC(=O)c4ccc(OC)c(OC)c4)ccc1c23	-35%	3	59	56	-1%	-16	66	16	66
O=C(Cc1cccs1)Nn1c(Cc2cccs2)nc2ccccc2c1=O	2%	7	107	101	-2%	.	.	.	.
c1ccc(CC2CCN(Cc3nc(-c4ccccc4)no3)CC2)cc1	13%	12	94	82	-11%	-20	152	20	152
COc1ccc(CN2CCN(C)CC2)cc1OCc1ccccc1	17%	9	90	81	-10%	-1	173	1	173
O=C(O)CC1C(=O)OCN1C(=O)OCc1ccccc1 (stereo not drawn)	-8%	-11	101	111	-2%	.	.	?	.
CCCn1cc(SCC(=O)NCc2ccco2)c2ccccc21	-1%	18	100	82	1%	12	113	-12	113
CN(C)/C=C1/C(=O)Nc2ccccc21	5%	5	99	94	-13%	6	136	-6	136
COc1ccc(-c2cc(C(=O)Nc3ccc(C)cc3)no2)cc1	27%	-22	76	98	-4%	-19	70	19	70
O=C(Nc1cccc(OC(F)(F)F)c1)c1ccc(Br)o1	39%	7	82	75	-5%	-23	193	23	193
O=C(c1ccco1)n1nc(-c2ccccc2)nc1SCc1ccccc1	-6%	5	97	92	-3%	-2	147	2	147
Nc1nnnn1/N=C/c1ccccc1OCc1ccc(Cl)cc1Cl	-2%	.	.	.	5%	-4	173	4	173
C=CCc1c(C)nc(SCC(N)=O)[nH]c1=O	3%	7	96	89	2%	-4	165	4	165
Cc1nnc(SCC(=O)N2CCC(C(=O)Nc3nccs3)CC2)n1Cc1ccccc1	.	-14	87	101	.	-2	170	3	170
CN(C)c1ccc(C2C=C(c3ccc(Cl)cc3OC(F)F)Nc3ncnn32)cc1 (stereo not drawn)	-18%	-38	14	52	-38%	.	.	.	.
O=C(COC(=O)c1ccc(Br)o1)NCCCc1ccccc1	1%	7	100	94	-4%	-11	136	11	136
CSc1nnc(-c2sc3cc(C(F)(F)F)cnc3c2-c2ccccn2)n1C	-69%	-16	87	103	-8%	.	.	.	.
Cc1cc(C(=O)Nc2nc3c(s2)CCCC3)no1	-14%	-2	94	96	1%	-18	65	18	65

Laid out differently: three of the compounds above
COc1ccc(-c2cc(C(=O)Nc3ccc(C)cc3)no2)cc1
  PLAP inhibitors HTS: 27%
  MRP resist rev: -22
  MRP resist rev cytotoxicity: 76
  MRP resist rev with doxorubicin: 98
  Bcl-B displacement: -4%
  IL1B NFkB inh: -19
  IL1B NFkB inh cell count 2 µM: 70
  NFkB transloc pot: 19
  NFkB transloc pot cell count 2 µM: 70

O=C(COC(=O)c1ccc(Br)o1)NCCCc1ccccc1
  PLAP inhibitors HTS: 1%
  MRP resist rev: 7
  MRP resist rev cytotoxicity: 100
  MRP resist rev with doxorubicin: 94
  Bcl-B displacement: -4%
  IL1B NFkB inh: -11
  IL1B NFkB inh cell count 2 µM: 136
  NFkB transloc pot: 11
  NFkB transloc pot cell count 2 µM: 136

CN(C)/C=C1/C(=O)Nc2ccccc21
  PLAP inhibitors HTS: 5%
  MRP resist rev: 5
  MRP resist rev cytotoxicity: 99
  MRP resist rev with doxorubicin: 94
  Bcl-B displacement: -13%
  IL1B NFkB inh: 6
  IL1B NFkB inh cell count 2 µM: 136
  NFkB transloc pot: -6
  NFkB transloc pot cell count 2 µM: 136

Next part
SMILES	PLAP inhibitors HTS	MRP resist rev	MRP resist rev cytotoxicity	MRP resist rev with doxorubicin	Bcl-B displacement	IL1B NFkB inh	IL1B NFkB inh cell count 2 µM	NFkB transloc pot	NFkB transloc pot cell count 2 µM
Cc1ccc(C(C)C)c(OCCNS(C)(=O)=O)c1	5%	-7	90	97	-1%	10	17	-10	17
Cn1cnnc1SCc1ccc(C#N)cc1	12%	-55	48	103	-4%	4	97	-4	97
Cn1c(=O)c2c(nc(Br)n2C)n(C)c1=O	9%	13	96	83	-4%	-9	187	9	187
CCn1c(SCC(=O)NCCOC)nc2sc3c(c2c1=O)CCCC3	-44%	-21	68	88	-10%	-24	189	24	189
CC(Oc1ccc(Cl)cc1Cl)c1nc(-c2ccccn2)no1 (stereo not drawn)	7%	2	75	73	-8%	2	42	-2	42
Cn1nc(-c2ccc(C(=O)Nc3cccnc3)cc2)c2ccccc2c1=O	-4%	11	85	74	-32%	-21	147	21	147
COCCCNC(=O)C1CC(=O)OC1c1ccc(OC)c(OC)c1 (stereo not drawn)	-4%	-10	86	96	2%	14	150	-14	150
O=C(Nc1cccc2c1CCCC2)C1CCN(C(=O)NC2CCCCC2)CC1	-1%	-1	90	91	-2%	1	87	-1	87
N#C/C(=N\Nc1ccc(F)cc1)C(=N)N1CCCCC1	22%	12	92	80	2%	5	183	-5	183
Cn1c(=O)c2c(nc(SCC(=O)O)n2Cc2cc3c(cc2Cl)OCO3)n(C)c1=O	-33%	9	104	95	-2%	2	144	-2	144
O=C(NCc1ccco1)C1(c2ccc(Cl)cc2)CCCC1	18%	-5	97	102	-8%	-12	167	12	167
COc1ccc(C(c2nnnn2C2CCCCC2)N2CCN(c3ccccc3)CC2)cc1 (stereo not drawn)	-38%	-3	87	90	3%	-1	113	1	113
Cc1cc(NC(=O)CSc2nc3c(c(=O)n2CCc2ccccc2)SC(C)C3)no1 (stereo not drawn)	-2%	4	73	70	1%	.	.	.	.
Cc1cccc(C(=O)N2CCN(c3ncnc4c3cnn4-c3ccccc3)CC2)c1	.	0	74	74	.	6	100	-7	100
Cc1ccc(NC(=O)C(=O)NCCN2CCN(C(=O)C(c3ccccc3)c3ccccc3)CC2)cc1	-6%	.	.	.	-1%	1	75	-1	75
Cc1ccc(NC(=O)C2CCCN2S(=O)(=O)c2ccc(F)cc2)c(C)c1 (stereo not drawn)	-1%	1	95	94	0%	-20	134	20	134
CCCn1c(SCCN2C(=O)c3ccccc3C2=O)n[nH]c1=O	8%	0	87	86	10%	0	204	0	204
CC(=O)Nc1nc2cc3c(cc2s1)OCO3	7%	0	93	94	2%	-3	199	3	199
S=C(NN=C1C2CC3CC(C2)CC1C3)Nc1ccccc1	-14%	-1	81	83	-2%	-20	88	19	88
CCN(CC)c1nc2ccccc2[nH]1	6%	3	97	94	5%	-4	196	4	196
CCc1ccc(NC(=O)C2CCCCC2C(=O)O)cc1 (stereo not drawn)	-1%	-3	93	96	2%	.	.	.	.
CC12C(=O)N(n3cnnc3)C(=O)C1C1C=CC2C1 (stereo not drawn)	10%	-8	98	106	-11%	-13	130	13	130
CCOC(=O)C1CCCN(C(=O)CCn2nc(-c3ccccc3)ccc2=O)C1 (stereo not drawn)	-22%	2	73	70	-2%	-23	109	23	109
COc1ccc(-c2nnc(NC(=O)c3cc(Cl)ccc3Cl)o2)cc1	-3%	-15	30	45	-3%	-3	149	3	149
CC(C)n1cc(/C=C2/SC(=O)N(CC(=O)Nc3ccc4c(c3)OCO4)C2=O)c2ccccc21	1%	.	.	.	-23%	2	192	-2	192
CCOn1c(SC(C)C)nc2ccccc2c1=O	2%	5	103	98	-2%	8	109	-8	109
c1ccc(-c2oc3ncnc(NCCCN4CCOCC4)c3c2-c2ccccc2)cc1	-66%	-5	3	8	-14%	-2	92	2	92
O=C(c1cccc(C(=O)N2CCN(Cc3ccccc3)CC2)c1)N1CCN(Cc2ccccc2)CC1	-70%	16	93	77	5%	.	.	.	.
O=c1cc(-c2ccccc2)n(S(=O)(=O)c2ccc3ccccc3c2)o1	.	11	92	82	.	-4	112	4	112
CC(C)(C)n1nnnc1CN(Cc1ccco1)Cc1cc2cc3c(cc2[nH]c1=O)OCO3	14%	-6	35	42	-13%	10	99	-10	99
O=C(CN1C(=O)c2ccccc2C1=O)NCc1ccncc1	12%	5	100	95	-8%	.	.	.	.
CCOC(=O)c1ccc(NC(=O)c2c(O)c3ccccc3n(C)c2=O)cc1	-2%	-3	85	88	-15%	.	.	.	.
CCCCn1c(CNC(=O)C(C)(C)C)nc2ccccc21	.	9	86	77	.	7	39	-7	39
CCCC(=O)N1CCN(c2nc(CC(C)C)c3c(c2C#N)CCC3)CC1	-44%	9	97	88	12%	-2	192	2	192
Cc1ccc(C)c2c1sc(=NC(=O)CN1C(=O)CCC1=O)n2C	-18%	1	89	88	-4%	2	167	-2	167
COc1ccc(C)cc1NC1=C(Cl)C(=O)N(C2CCCCC2)C1=O	-2%	.	.	.	-19%	-4	198	4	198
Cc1cccc(CSc2nc(N)c(C#N)c(-c3cccs3)c2C#N)c1	.	-5	79	84	.	-26	144	26	144
O=c1[nH]n(-c2ccccc2)c(=O)c(Cl)c1Cl	19%	.	.	.	1%	-14	152	14	152
COc1ccc(-c2c(C)nn(-c3ccccc3)c2N)cc1	20%	12	98	86	-8%	-25	72	25	72
Cc1n[nH]c(C)c1S(=O)(=O)N1CCCC(C(=O)N2CCc3ccccc32)C1 (stereo not drawn)	-55%	-19	58	77	6%	0	193	0	193
O=C(Nc1ncccc1Cl)C1COc2ccccc2O1 (stereo not drawn)	20%	12	102	91	7%	-3	175	14	76
COC(=O)c1ccccc1NC(=O)C1CCCN(c2nnc(-n3cccc3)s2)C1 (stereo not drawn)	-28%	.	.	.	1%	.	.	.	.
O=C(c1cccs1)c1coc2ccc(O)c(CN(CCO)CCO)c12	-137%	11	82	71	-3%	-2	187	2	187

Only part of the results is shown, so the mix of outcomes need not match the whole.
